TDP1 cell CPT – qHTS for Inhibitors of human tyrosyl-DNA phosphodiesterase 1 (TDP1): qHTS in cells in presence of CPT; chicken DT40 Tdp1-/-;hTDP1 cells + 20 nM CPT, ATP luminescence, 48 h; Potency, µM (titrated, usually from 46.2 µM), inactives show at the top dose activity change, negative = growth inhibition, most hits filed as inhibitors; 420,000 tested, 12% active; further: nearly all actives have a fitted effect of over 55% in size
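Chicken DT40 Tdp1-/- cells complemented with human TDP1, 400 cells/well, exposed to compounds plus 20 nM camptothecin for at least 48 h at 37 C; viability read as ATP content by CellTiter-Glo luminescence.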
TDP1 cell noCPT – qHTS for Inhibitors of human tyrosyl-DNA phosphodiesterase 1 (TDP1): qHTS in cells in absence of CPT; DT40 Tdp1-/- hTDP1 cells, no CPT, ATP luminescence, 48 h; Potency, µM (series often up to 46.2 µM), for the others: at the top dose activity change, negative = growth inhibition, actives largely listed as inhibitors; 420,000 tested, 15% active; further: nearly all actives have a fitted effect of over 55% in size
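Stably hTDP1-transfected Tdp1-null chicken DT40 cells were treated with library compounds minus camptothecin and grown for at least 48 hr at 37 °C, after which cellular ATP was quantified by luminescence.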
KAT2A inh – qHTS Assay for Inhibitors of GCN5L2; Histone acetyltransferase KAT2A (Homo sapiens), Q92830; GCN5L2 HAT assay, ThioGlo1 CoA-SH fluorescence; Potency, µM (top dose mostly 58.9 µM), for the others: top-dose activity change, negative = inhibition, usual class: inhibitors; 390,000 tested, 0.21% active
Target sequence (Q92830 whole entry, looked up): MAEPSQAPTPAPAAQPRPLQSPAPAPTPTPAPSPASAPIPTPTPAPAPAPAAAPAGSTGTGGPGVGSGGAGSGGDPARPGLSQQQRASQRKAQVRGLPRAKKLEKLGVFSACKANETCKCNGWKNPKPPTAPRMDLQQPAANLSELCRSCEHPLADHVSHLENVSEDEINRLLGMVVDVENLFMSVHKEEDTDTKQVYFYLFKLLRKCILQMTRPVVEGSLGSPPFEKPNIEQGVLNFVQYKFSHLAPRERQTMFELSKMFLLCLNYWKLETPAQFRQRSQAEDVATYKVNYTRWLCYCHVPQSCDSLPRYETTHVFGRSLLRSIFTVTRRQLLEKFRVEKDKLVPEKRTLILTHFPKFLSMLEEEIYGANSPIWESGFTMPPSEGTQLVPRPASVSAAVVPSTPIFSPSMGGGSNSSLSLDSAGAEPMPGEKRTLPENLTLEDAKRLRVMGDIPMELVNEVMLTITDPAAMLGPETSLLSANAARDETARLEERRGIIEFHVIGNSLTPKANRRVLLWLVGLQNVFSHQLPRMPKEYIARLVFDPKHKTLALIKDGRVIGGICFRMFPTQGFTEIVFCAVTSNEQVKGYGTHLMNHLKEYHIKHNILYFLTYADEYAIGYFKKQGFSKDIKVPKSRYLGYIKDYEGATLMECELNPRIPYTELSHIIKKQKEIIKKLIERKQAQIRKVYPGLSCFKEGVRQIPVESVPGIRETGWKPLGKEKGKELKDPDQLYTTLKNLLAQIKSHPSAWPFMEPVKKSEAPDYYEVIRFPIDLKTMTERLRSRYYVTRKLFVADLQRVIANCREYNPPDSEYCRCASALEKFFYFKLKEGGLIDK
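Compounds, pin-transferred from DMSO stocks, meet 20nM GCN5L2 for 15 min before the reaction begins with H3(1-25) peptide (75uM) and acetyl-CoA (70uM). Thiol-reactive ThioGlo1 reports CoA release over 20 min at room temperature.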
Active calls of the source: *; ? = inconclusive; / = no result given; [ ] = another dose, or the depositor's remark. The call rests on the fitted dose curve; in most records, active means well fitted curve in the direction sought with a large enough effect; inconclusive means small, poorly fitted or top-dose-only effect, or another doubt; inactive means no such curve, though single readings can be large; an effect the other way counts as inactive or inconclusive. On the % scale 0 is the no-effect control and ±100 the full control effect; potency means the concentration at half of the fitted maximal effect. These rows are one share of the data, so the mix of outcomes need not match the whole.

The line under a structure holds: KAT2A inh, TDP1 cell CPT, TDP1 cell noCPT
COc1ccc(-c2nc(SCC(=O)NCCc3ccccc3)n[nH]2)cc1
    -15%, ?, ?
CCCC(=O)Nc1ccc(C(=O)n2nnc3ccccc32)cc1
    -10%, ?, ?
CCOc1ccccc1N1C(=O)CC(Sc2nccc(C)n2)C1=O (centres undefined)
    -3%, ?, 21µM*
O=C(CSc1nnc(NC(=O)c2ccco2)s1)Nc1ccccc1Cl
    0%, 3%, -11%
Cc1cc(C)c(S(=O)(=O)N2CCc3ccccc32)c(C)c1
    ?, -29%, -28%
Cn1c(CN2CCN(c3ccccc3NS(C)(=O)=O)CC2)nc2ccccc21
    -14%, ?, ?
CCOc1ccc(C(=O)OCC(=O)Nc2cc(S(=O)(=O)N3CCOCC3)ccc2N2CCOCC2)cc1
    /, -1%, -2%
Cc1ccccc1NC(=O)c1ccc2snnc2c1
    -5%, -15%, ?
CCc1nnc(NC(=O)Cn2nnc(-c3ccccc3F)n2)s1
    0%, 2%, -3%
O=C(CN1C(=O)NC2(CCCC2)C1=O)N1CCN(c2cccc(C(F)(F)F)c2)CC1
    -4%, ?, 21µM*
O=S(=O)(c1cccs1)N1CCC(Cc2ccccc2)CC1
    -10%, -1%, ?
Cc1cc(C)cc(C(=O)Nc2c3c(nn2-c2ccccc2C)CS(=O)(=O)C3)c1
    -6%, -9%, -23%
COC(=O)c1ccccc1NC(=O)c1ccc(-c2ccc(Br)cc2)o1
    -2%, -11%, 1.6µM*
Cc1cc(C)n2nc(SCCC(=O)NCc3ccccc3)nc2n1
    -3%, 15%, -14%
CCOC(=O)C1=C(O)/C(=C\c2cccs2)N=C1C
    -1%, -17%, -16%
O=C(NC(CO)C(=O)OCc1ccccc1)OCc1ccccc1 (centres undefined)
    0%, ?, -10%
CC(C)NS(=O)(=O)c1ccc(CCC(=O)Nc2ccc3c(c2)OCO3)cc1
    -8%, -7%, -12%
CC(=O)Nc1ccc2oc(-c3cc(F)c(F)cc3Cl)nc2c1
    -16%, 5%, -11%
O=C(CNC(=O)OCc1ccccc1)Oc1ccc2ccc(=O)oc2c1
    ?, -14%, 7%
CCOc1ccccc1CNC(=O)c1cnc2sc(N3CCC(C)CC3)nn2c1=O
    2%, -19%, -11%

Complete entries, looked up by structure. Order of screens: KAT2A inh, TDP1 cell CPT, TDP1 cell noCPT
`O=C(CNC(=O)OCc1ccccc1)Oc1ccc2ccc(=O)oc2c1` reads ?, -14%, 7%
`CCOc1ccccc1CNC(=O)c1cnc2sc(N3CCC(C)CC3)nn2c1=O` reads 2%, -19%, -11%
`COC(=O)c1ccccc1NC(=O)c1ccc(-c2ccc(Br)cc2)o1` reads -2%, -11%, 1.6µM*
`Cc1cc(C)cc(C(=O)Nc2c3c(nn2-c2ccccc2C)CS(=O)(=O)C3)c1` reads -6%, -9%, -23%
`Cc1ccccc1NC(=O)c1ccc2snnc2c1` reads -5%, -15%, ?

New compounds follow
The line under a structure holds: KAT2A inh, TDP1 cell CPT, TDP1 cell noCPT
Cc1ccc(C)c(NC(=O)C(NS(=O)(=O)c2ccc3c(c2)CCC(=O)N3)c2ccccc2)c1 (centres undefined)
    -6%, ?, -16%
Cc1cc(C)n(CCOC(=O)c2sc3ccccc3c2Cl)n1
    -1%, -46%, -14%
CC(C)CN(C(=O)COC(=O)c1ccc2c(c1)NC(=O)CS2)C1CCS(=O)(=O)C1 (centres undefined)
    -3%, -27%, -2%
Cc1cccc(Nc2nc(N)c([N+](=O)[O-])c(N3CC(C)CC(C)C3)n2)c1 (centres undefined)
    -12%, ?, 18µM*
CN(CC(=O)Nc1ccc(F)cc1)C(=O)c1ccccc1OCc1ccc(F)cc1
    -3%, ?, -21%
CC1(C)NC(=O)N(CC(=O)OCC(=O)N2CCN(S(=O)(=O)c3ccccc3)CC2)C1=O
    -4%, -11%, -3%
COCCCN1C(=O)c2ccccc2CC1(C)C(=O)NC1CCCCC1 (centres undefined)
    -3%, 2%, -9%
c1ccc2c(-c3nnc(SCc4cn5ccccc5n4)o3)c[nH]c2c1
    0%, 0%, -9%
C[C@H](CO)N1C[C@H](C)[C@@H](CN(C)CC2CCCCC2)Oc2ccc(NS(C)(=O)=O)cc2C1=O
    0%, 1%, 2%
CCCCCCCCCCCCC/C=C/[C@@H](O)[C@H](CO)NC(C)=O
    -13%, -15%[4.12 µM], ?
CCc1nnc(NC(=O)CSc2nnc(COc3ccccc3C)o2)s1
    -2%, -19%, -26%
COc1ccc(CN(C)CC(=O)Nc2sc3c(c2C#N)CCC3)c(OC)c1
    -23%, ?, ?
CCOc1ccc(S(=O)(=O)N2CCC(C(N)=O)CC2)c2ccccc12
    -2%, ?, -30%
C=Cc1ccc(Cn2c(C)c(C(=O)NCCC#N)sc2=O)cc1
    /, -2%, -13%
Cc1cccc(N2CC(=O)N(c3cccc(C)c3)CC2=O)c1
    3%, -6%, -15%
O=C(Oc1ccccc1Cl)C1CCN(C(=O)c2ccc(F)cc2)CC1
    3%, 4%, 3%
C=CCNC(=O)c1onc(CCl)c1C(=O)OC
    3%, 23µM*, ?
COC(=O)c1ccc(OCC2c3cc(OC)c(OC)cc3CCN2C(=O)COc2ccc(Cl)cc2)cc1 (centres undefined)
    1%, 21µM*, 29µM*
Cn1ncc([N+](=O)[O-])c1C(=O)Nc1ccc(C2CCCCC2)cc1
    -5%, ?, ?
COc1ccccc1CNC(=O)CNC(=O)Cn1cnc2ccccc2c1=O
    -9%, 9%, -5%

4 records picked at random from those above:
The line under a structure holds: KAT2A inh, TDP1 cell CPT, TDP1 cell noCPT
Cc1cccc(N2CC(=O)N(c3cccc(C)c3)CC2=O)c1
    3%, -6%, -15%
CC1(C)NC(=O)N(CC(=O)OCC(=O)N2CCN(S(=O)(=O)c3ccccc3)CC2)C1=O
    -4%, -11%, -3%
Cn1ncc([N+](=O)[O-])c1C(=O)Nc1ccc(C2CCCCC2)cc1
    -5%, ?, ?
Cc1cccc(Nc2nc(N)c([N+](=O)[O-])c(N3CC(C)CC(C)C3)n2)c1 (centres undefined)
    -12%, ?, 18µM*

Next section.
The line under a structure holds: KAT2A inh, TDP1 cell CPT, TDP1 cell noCPT
O=C(Nc1ccccc1C(=O)O)c1ccc(Cl)c(S(=O)(=O)N2CCOCC2)c1
    14%, ?, ?
CC(C)C[C@@H](CN1CCC[C@@H]1CN1C(=S)NC[C@@H]1Cc1ccc(O)cc1)N1C[C@H](Cc2ccc(O)cc2)N(CCc2ccccc2)C1=S
    /, ?, 21µM*
CCn1nc(-c2ccccc2C)nc2c(=O)n(C)c(=O)nc1-2
    /, 1µM*, 1µM*
O=C1CNC(=O)/C1=C/c1ccccc1
    2%, 4%, -13%
O=C(CN1C(=O)NC2(CCCCCC2)C1=O)Nc1ccc(Cl)cc1Cl
    -2%, -22%, -13%
COCCN(C(=O)COC(=O)CCOc1cc(C)ccc1C)c1c(N)n(Cc2ccccc2)c(=O)[nH]c1=O
    /, -4%, ?
CC(C)Nc1nnc(SC(C)C(=O)N(C)C2CCCCC2)s1 (centres undefined)
    -2%, -9%, -21%
CC(C)CNC(=O)C(=O)NNC(=O)C1CCCCC1
    -5%, 1%, -14%
COc1cc(NC(=O)c2cc(S(=O)(=O)N3CCC(C)CC3)cn2C)cc(OC)c1OC
    14%, 2%, -10%
CS(=O)(=O)Nc1cccc(C2=NN(S(=O)(=O)c3ccc(F)cc3)C(c3cccs3)C2)c1 (centres undefined)
    -9%, -24%, ?
C/C(CC(=O)Nc1cc(C)ccn1)=N\NC(=O)C(=O)NC(C)C
    -2%, 8%, -23%
Cc1cc(C)n2nc(C(=O)NC(c3ccccc3)c3ccccc3)nc2n1
    1%, -16%, 1%
N#CC1=C2N=C(N)c3ccccc3N2C2=C(C(=O)CCC2)C1c1ccccc1F (centres undefined)
    -9%, 7%, -10%
Cn1cc(CNCc2cn(C)nc2-c2ccc(C3CCCCC3)cc2)cn1
    4%, ?, 18µM*
CCN(CC)CCNC(=O)Cc1nn(Cc2ccccc2)c(=O)c2ccccc12
    5%, 11%, 1%
O=C(c1cc(COc2cccc3cnccc23)on1)N1CCCC(CCCO)C1 (centres undefined)
    0%, 1.2µM*, 0.65µM*
CCC(C)N1CCN(C(=O)c2cc(OC)cc(OC)c2)CC1 (centres undefined)
    2%, -2%, 15%
Cc1ccc(C)c(N2CCN(C(=O)CCc3nc4ccccc4[nH]3)CC2)c1
    2%, ?, ?
Cc1cccc(Nc2nnc(SCC3CCCCO3)s2)c1 (centres undefined)
    -19%, 23µM*, ?
C=CCc1ccccc1OCC(O)CN1CCN(C(=O)OCC)CC1 (centres undefined)
    -3%, -2%, ?
CCOCC(=O)Nc1nnc(COCC)s1
    -6%, -9%, -12%
CSc1nnc2c(n1)OC1(Nc3ccccc3-2)C(=O)Nc2ccccc21 (centres undefined)
    2%, ?, 16µM*
CC(=O)N1c2ccc(S(=O)(=O)N3CCCCC3)cc2CC1C(=O)Nc1cccc(C)c1 (centres undefined)
    -20%, ?, -4%
COc1ccc(NS(=O)(=O)c2ccc(O)c(C(=O)OCC(=O)Nc3ccc4c(c3)OCCO4)c2)cc1
    -11%, 2%, 1%
CC(C)OC(=O)CSc1nnc(CNc2cccc(Cl)c2)n1C
    -1%, -6%, -8%
N/C(=N\OC(=O)c1ccc(Cl)c([N+](=O)[O-])c1)c1ccccn1
    3%, -5%, -20%
CCC(C)(C)C1CCC2(CC1)NC(=O)N(CC(=O)N1CCN(c3ccccc3OC)CC1)C2=O (centres undefined)
    /, 21µM*, 21µM*
O=C(CCCNS(=O)(=O)c1ccc(Cl)c(Cl)c1)NCCc1ccccn1
    -3%, ?, -21%
COc1cc(S(=O)(=O)N2CCC(N3CCCCC3)CC2)ccc1-n1cnnn1
    -14%, -1%, -6%
CCN=C1SC(C(=O)Nc2cccc(OCC)c2)CC(=O)N1CC (centres undefined)
    -2%, -2%, -18%
Cc1cc(=O)[nH]c2n[nH]c(-c3ccccc3)c12
    1%, -22%, ?
COc1cc(C(=O)Nc2c(C)cc(C)cc2C)c(-n2cnnn2)cc1OC
    -8%, -22%, -17%
O=C(COC(=O)c1c(F)cccc1F)Nc1ccc2c(c1)OCO2
    -10%, 0%, -9%
CN1CCN(CCCNC(=O)c2ccc(/C=C3/Sc4ccccc4N(Cc4cccc(Cl)c4)C3=O)cc2)CC1
    -9%, ?, ?
O=C1OCCC1Sc1nnc(-c2ccc3c(c2)OCO3)o1 (centres undefined)
    -1%, 2%, 2%
C=CCn1c(COc2ccccc2)nnc1SCC(=O)N/N=C/c1cc(Cl)ccc1O
    /, ?, ?
COc1ccc(OC)c(NC(=O)CSc2ccc(-c3sc(C)nc3C)nn2)c1
    -1%, 15µM*, 13µM*
CC(NC(=O)c1ccc(Br)s1)C1CCCO1 (centres undefined)
    -13%, -9%, -16%
COc1ccccc1NC(=O)CN1C(=O)C(c2ccc(F)cc2)=NC1(C)C
    -5%, -24%, -27%
COc1ccc(C(CC(=O)O)NC(=O)c2ccccc2[N+](=O)[O-])cc1 (centres undefined)
    -7%, -5%, 0%
Cc1cc(C)c(NC(=O)Cn2nc3c(cc2=O)CCCC3)c(C)c1
    -4%, 0%, -5%
CCN1CCN(c2cc(C(C)C)nc3c(-c4ccccc4)c(C)nn23)CC1
    -16%, 12µM*, 21µM*
CCOc1ccc(-c2nnn(CC(=O)N3CCN(c4ccc(F)cc4)CC3)n2)cc1OCC
    1%, 0%, -11%
O=C(CC1CC2CCC1C2)N1CCN(S(=O)(=O)c2ccccc2C(F)(F)F)CC1 (centres undefined)
    -7%, -10%, ?
Cc1ccc(C2=NS(=O)(=O)N(C)C(C(=O)NCc3ccc4c(c3)OCO4)=C2)cc1
    -18%, 11%, 9%
Oc1ccc(Cl)cc1-c1cc(-c2ccco2)[nH]n1
    2%, 9.2µM*, 18µM*
CC1c2ccccc2-c2ccccc2N1C (centres undefined)
    /, -23%, ?
CCC(=O)NC(=S)Nc1cccc(NC(=O)c2ccccc2Cl)c1
    -3%, -29%, ?
CCc1ccccc1OCC(=O)Nc1ccc(S(=O)(=O)Nc2nc(C)cc(C)n2)cc1
    0%, -25%, ?
Cc1ccc(-n2c(N)c(C(=O)Nc3ccccc3F)sc2=S)cc1C
    -15%, ?, -14%
Cc1ccc(NC(=O)C2CCN(S(=O)(=O)c3ccc4ccccc4c3)CC2)nc1
    -1%, 1%, ?
O=C(NC(=S)NCc1cccnc1)c1cc(Br)ccc1Cl
    0%, -12%, -14%
CN(C)S(=O)(=O)N1CCC(Oc2cccc(C(=O)NC3CCCCC3)c2)CC1
    -4%, 18µM*, ?
CC(C)(C)N(Cc1cc2ccccc2[nH]c1=O)C(=O)c1ccco1
    -3%, 2%, ?
